NPC1 promoter act = activates the NPC1 promoter | AID 485313 | Potency, µM (highest dose often 9.22 µM), without a hit: at the highest dose activation, most hits filed as activators | 320,000 compounds, 2.4% hits | Huh7 NPC1 promoter luciferase reporter, 24 h;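 note: % of control where 0% means no effect; nearly all actives have a fitted effect of over 60% in size; reporter is driven by a mutant NPC1 promoter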
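Huh7 cells stably carrying NPC1 promoter–luciferase, plated in Opti-MEM with 10% FBS for 2 h, were exposed to compound in DMSO for 24 h at 37 °C; luciferase reagent was added for 10 min and luminescence read.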
BRCA1 expr act = increases BRCA1 expression; MCF7-BRCA1-FFLuc reporter, luminescence, 48 h; response scale: scaled: vehicle 0%, 10 µM genistein 100%; Potency, µM (top dose mostly 46.1 µM), without a hit: at the highest dose activation, most hits filed as activators; 380,000 compounds, 1.1% hits; note: nearly all actives have a fitted effect of over 80% in size; some results filed as inactive show a strong effect at the top dose
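Compounds are tested at multiple concentrations on MCF7 BRCA1-luciferase reporter cells seeded at 2000 per well; after 48 h, a single luminescence end-point is taken and curves fitted to the normalized data.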
MBNL1 CUG block = blocks human MBNL1 binding to CUG repeat RNA; Potency, µM (highest dose often 57.5 µM), inactives show at the top dose activity change, negative = inhibition, hits mostly inhibitors; 280,000 compounds, 0.036% hits; AID 2675; Q9NR56; TR-FRET MBNL1-His/biotin-(CUG)12 binding, 665/545 ratio; active = well fitted inhibition curve with a large enough effect in the signal ratio, with a control signal flat, not every such curve was filed as active; inconclusive = small, poorly fitted or top-dose-only effect, or effect the other way, or a change in a side signal; inactive = no such curve, though single readings can be large or run the other way; the % refers to the signal ratio; note: % is set by controls: 0 for no effect and ±100 for the full control effect
Target sequence (Q9NR56 whole entry, looked up): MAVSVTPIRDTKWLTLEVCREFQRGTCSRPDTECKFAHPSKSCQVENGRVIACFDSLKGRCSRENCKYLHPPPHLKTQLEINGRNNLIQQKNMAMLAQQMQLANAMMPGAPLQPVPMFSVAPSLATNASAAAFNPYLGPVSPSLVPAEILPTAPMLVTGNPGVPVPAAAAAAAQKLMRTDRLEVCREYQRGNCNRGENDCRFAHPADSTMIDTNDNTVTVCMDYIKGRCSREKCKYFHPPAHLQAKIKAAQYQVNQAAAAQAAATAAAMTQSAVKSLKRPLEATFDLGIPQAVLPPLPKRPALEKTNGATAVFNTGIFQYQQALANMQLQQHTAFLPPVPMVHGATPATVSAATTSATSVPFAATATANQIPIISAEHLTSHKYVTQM
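Compound titration spanned 92 nM–58 uM against the MBNL1-His/biotin-(CUG)12 complex. After 60 min at room temperature with 5 nM streptavidin-XL665 and 0.055 ng/ul terbium anti-His, ratiometric 665/545 nm emission (Ex 340 nm) normalized to controls.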
ELG1 genotoxic = inducers of genotoxicity in HEK293T ELG1-luciferase cells; Potency, µM (titrated, usually from 46 µM), without a hit: at the highest dose activity change, positive = activation, usual class: activators; 330,000 compounds, 1.3% hits; HEK293T ELG1-luciferase reporter, luminescence, 16 h; note: % of control where 0% means no effect; nearly all actives have a fitted effect of over 60% in size
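Luminescence read-out: rising ELG1-luciferase signal, reflecting elevated ELG1 protein under genetic stress, flags genotoxic compounds. Cells were treated for 16 hr at 37 °C before ONE-Glo detection.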
FLuc counter = counter-screen for miR-21 project: firefly luciferase inhibitors or activators; P08659; purified FLuc, Km substrates, luminescence inhibition; Potency, µM (doses to about 57.5 µM), for inactives: at the highest dose activity change, negative = inhibition, usual class: inhibitors; 360,000 compounds, 6.9% hits; AID 588342;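 note: plate controls were vehicle for no effect and reference inhibitor for full effect; nearly all actives have a fitted effect of over 55% in size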
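Purified P. pyralis luciferase, 10 nM final, with Km-level 10 uM D-luciferin and 10 uM ATP in 50 mM Tris acetate pH 7.5, 10 mM Mg acetate, 0.01% Tween-20, 0.05% BSA; 6-point qHTS titration about 60 µM downward; luminescence read.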
RORgamma inh = ROR gamma (mouse) transcription inhibition; P51450; 310,000 compounds, 5.4% hits; Potency, µM (highest dose often 53.6 µM), without a hit: top-dose activity change, negative = inhibition, actives largely listed as inhibitors; AID 2551; Drosophila S2 Gal4-RORgamma UAS-luciferase reporter, 20 h; note: % is set by controls: 0 for no effect and ±100 for the full control effect; nearly all actives have a fitted effect of over 60% in size
Target sequence (P51450 whole entry, looked up, the tested form may be a part): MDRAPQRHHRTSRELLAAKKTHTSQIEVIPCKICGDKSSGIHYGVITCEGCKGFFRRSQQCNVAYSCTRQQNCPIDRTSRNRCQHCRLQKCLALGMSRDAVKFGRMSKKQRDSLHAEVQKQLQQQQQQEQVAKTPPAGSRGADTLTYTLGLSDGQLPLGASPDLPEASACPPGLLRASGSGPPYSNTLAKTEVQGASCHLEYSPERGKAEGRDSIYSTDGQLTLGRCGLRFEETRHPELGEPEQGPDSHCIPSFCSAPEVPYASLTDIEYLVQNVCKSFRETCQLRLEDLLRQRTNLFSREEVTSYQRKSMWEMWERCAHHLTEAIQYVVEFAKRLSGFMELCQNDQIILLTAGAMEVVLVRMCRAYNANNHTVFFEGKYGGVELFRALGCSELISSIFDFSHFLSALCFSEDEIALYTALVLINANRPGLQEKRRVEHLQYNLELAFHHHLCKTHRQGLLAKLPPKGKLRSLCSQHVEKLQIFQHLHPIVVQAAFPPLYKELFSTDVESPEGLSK
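Using a luciferase readout, inhibitors were identified by reduced reporter activity in Drosophila cells coexpressing a copper-inducible Gal4–ROR gamma fusion and UAS-driven Photinus luciferase, incubated 20 hr after 700 uM copper sulfate.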
uPA generation = inhibitors of cell surface uPA generation. cell surface uPA generation assay, qHTS. Potency, µM (titrated, usually from 38.3 µM), for inactives: at the highest dose activity change, negative = inhibition, hits mostly inhibitors. 330,000 compounds, 0.31% hits; active = well fitted inhibition curve with a large enough effect; inconclusive = small, poorly fitted or top-dose-only effect; inactive = no such curve, though single readings can be large or run the other way; tested in mouse RAW 264.7 cells; note: % is set by controls: 0 for no effect and ±100 for the full control effect; nearly all actives have a fitted effect of over 55% in size
Rab9 prom act = activators of Rab9 promoter | Potency, µM (titrated, usually from 9.22 µM), for inactives: at the top dose activation, negative = inhibition, usual class: activators | 320,000 compounds, 2.8% hits | Huh7 Rab9 promoter-luciferase reporter, luminescence, 24 h | AID 485297; note: % of control where 0% means no effect; nearly all actives have a fitted effect of over 60% in size
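Cell-based reporter: Huh7 stable for Rab9 promoter-driven luciferase, plated in reduced-serum medium with 10% FBS at 1500 cells/well, compound-treated 24 h at 37 °C, luminescence read after 10 min reagent.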
p53 reactivation = mutant p53 re-activation in reporter cells. 320,000 compounds, 0.063% hits. Potency, µM (doses to about 92.2 µM), for inactives: at the highest dose activity change, positive = activation, usual class: activators. H1299 p53-A138V BP100-luciferase reporter, luminescence, 24 h; note: % of control where 0% means no effect; nearly all actives have a fitted effect of over 45% in size
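H1299 (p53-null), stable ts p53-A138V + BP100-Luc; 1000 cells/well, Opti-MEM/10% FBS; cpd 4 pt, 1:5; 24 h, 37 deg C, 5% CO2; detection reagent 10 min RT; luminescence.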
VP16 counter = inhibits Gal4-VP16 luciferase reporter, ROR gamma counter-screen. Drosophila S2 Gal4-VP16 UAS-luciferase, luminescence, 20 h. Potency, µM (titrated, usually from 53.6 µM), for inactives: top-dose activity, negative = inhibition, actives largely listed as inhibitors. 310,000 compounds, 3.5% hits. AID 2546;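 note: Gal4-VP16 expression switched on by copper sulfate through the metallothionein promoter; % is set by controls: 0 for no effect and ±100 for the full control effect; nearly all actives have a fitted effect of over 50% in size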
Active calls of the source: *; ? = inconclusive; . = no result given; & = joins results of further samples; [ ] = dose if it differs, or a comment. Unless noted, calls come from the whole dose curve; as a rule, active = well fitted curve in the direction sought with a large enough effect; inconclusive = small, poorly fitted or top-dose-only effect, or another doubt; inactive = no such curve, though single readings can be large; an effect the other way counts as inactive or inconclusive. Potency is the fitted concentration of half-maximal effect.

structure | NPC1 promoter act | BRCA1 expr act | MBNL1 CUG block | ELG1 genotoxic | FLuc counter | RORgamma inh | uPA generation | Rab9 prom act | p53 reactivation | VP16 counter
Cc1ccc(N(CC(O)Cn2c3ccccc3c3ccccc32)S(C)(=O)=O)cc1 (stereo unspecified) | -0.1% | -33.1% | ? | -16.0% | 2.9% | 2.2% | -15.1% | -2.3% | -8.5% | 8.8%
O=C(O)c1ccc(NCCC2=CCCCC2)c([N+](=O)[O-])c1 | -6.7% | 25.2% | 23.2% | -4.9% | ? | -0.4% | 7.3% | 0.4% | 0.7% | 6.0%
CSc1cccc(NC(=O)CSc2nnc(C)s2)c1 | 1.0% | -2.7% | -23.2% | 0.9% | -11.1% | -7.2% | -1.1% | 1.8% | 17.4% | 0.1%
CNC(=S)NC1CC2CCC(C1)N2Cc1ccccc1 (stereo unspecified) | -22.0% | 3.2% | -6.6% | -0.3% | -7.4% | -14.5% | -9.5% | 2.2% | -1.0% | 0.5%
COc1ccccc1NS(=O)(=O)c1ccc(NC(=O)c2ccccn2)cc1 | -5.0% | -13.1% | . | -1.6% | -0.1% | . | 12.5% | -0.5% | -2.3% | .
COc1cccc(N2CCN(C(=O)c3cc4c(OC)c(OC)c(OC)cc4[nH]3)CC2)c1 | -10.8% | -4.5% | 21.1% | 0.4% | 0.2% | -25.9% | 0.7% | -7.4% | -2.3% | -5.9%
COc1ccc(S(=O)(=O)N2CCCN(CCC(=O)Nc3cccc(C(F)(F)F)c3)CC2)cc1 | -2.0% | -24.4% | -3.1% | 0.4% | -0.3% | ? | 15.8% | 0.2% | 6.0% | ?
CC(/C=N/NC(=O)c1n[nH]c2c1CCC2)=C\c1ccccc1 | 27.7% | -36.7% | 13.7% | 2.31µM* | 4.78µM* | -12.7% | -13.4% | 2.4% | ? | -4.3%
CCCCn1nc2cc(C(=O)NCC34CC5CC(CC(C5)C3)C4)ccc2c1OCC | -3.1% | -29.9% | ? | -8.3% | -1.2% | 4.8% | ? | 3.4% | -10.3% | -19.7%
O=C1C=C(c2ccc(-c3ccccc3)c(F)c2)C[C@@H](c2ccc(F)cc2)C1 | -2.4% | 1.4% | . | 0.6% | -6.7% | . | 17.2% | -3.6% | 6.6% | .
COc1ccc(NC(=O)/C(=C\c2ccc(F)cc2)NC(=O)c2ccco2)cc1 | 0.7% | 55.2% | 11.6% | 1.1% | 2.6% | -0.4% | 0.3% | 2.9% | 4.7% | -0.8%
O=C1c2ccccc2C(=O)N1CCCc1cn(C[C@H]2CC[C@@H]([C@@H]3CC[C@H](Cn4cc(CCCN5C(=O)c6ccccc6C5=O)nn4)O3)O2)nn1 | 0.6% | 6.9% | 3.3% | 1.3% | 0.9% | 9.4% | 2.2% | -1.7% | 3.5% | -2.4%
COc1ccc2c(c1)C(=O)C(=O)N2CC1COc2ccccc2O1 (stereo unspecified) | -1.1% | -50.3% | 7.8% | 0.1% | -15.8% | -27.5% | ? | 0.7% | 1.2% | -7.3%
O=C(CN1CCN(c2ccc(O)cc2)CC1)Nc1ccc(SC(F)F)cc1 | -18.2% | -48.9% | . | 15.1% | 2.5% | ? | -0.1% | -20.1% | -2.1% | ?
CCCCN(C)C(=O)c1ccc2c(c1)N(CC)C(=O)c1ccccc1S2=O (stereo unspecified) | 0.3% | -1.1% | 0.1% | 2.5% | 0.9% | -1.5% | -5.6% | 6.2% | -2.8% | -4.4%
CC(C)(C)c1ccc(OCCC(=O)Nc2ccc(N3CCOCC3)cc2N2CCOCC2)cc1 | 2.0% | -63.7% | . | -7.8% | ? | . | -1.2% | -4.6% | -12.4% | .
COc1ccc(C(CC(=O)N2CCCCC2)c2c(OC)cc(OC)c3ccc(=O)oc23)cc1 (stereo unspecified) | 2.3% | -10.9% | 8.6% | 6.7% | -0.1% | 1.1%&-2.6% | 9.5% | -8.3% | -5.7% | 3.3%&7.5%
c1ccc2c(c1)OCCc1c-2[nH]c2ccccc12 | 4.1% | 53.9% | 6.7% | 0.7% | ? | -19.8% | 5.4% | 2.9% | 12.2% | -2.5%
Cc1ccc2c(c1)N/C(=C(\C=C(/Cl)[N+](=O)[O-])[N+](=O)[O-])N2 | -11.3% | . | . | 0.4% | ? | ? | . | 1.1% | 11.5% | -11.5%
CC1(C)NC(=O)N(CC(O)COc2cccc(F)c2)C1=O (stereo unspecified) | 1.4% | -2.9% | 3.1% | 6.2% | 1.1% | 2.2% | 12.0% | 0.9% | -1.9% | -8.8%
C/C(=N/OCO/N=C(\C)c1ccc(F)cc1F)c1ccc(F)cc1F | 2.2% | -6.5% | ? | -1.5% | 0.8% | 2.7% | 1.2% | 7.3% | -9.0% | -2.8%
COC(=O)c1ccc(COc2ccc(C3C4=C(CCCC4=O)Nc4onc(C)c43)cc2)cc1 (stereo unspecified) | 2.5% | 0.6% | 0.1% | -0.5% | -4.6% | -8.3% | -8.5% | -0.1% | -5.2% | 6.3%
Cn1c(=O)c2c(nc(CN3CCOCC3)n2CC(O)CO)n(C)c1=O (stereo unspecified) | 1.2% | 1.0% | -1.4% | 0.5% | 0.1% | -35.8% | . | -0.2% | -6.8% | 0.2%
Cc1ccc(NC(=O)c2cnn(C)c2)cc1[N+](=O)[O-] | -3.3% | 36.6% | ? | 4.1% | -15.4% | 4.0% | -5.6% | 0.1% | 19.0% | 2.5%
CCOc1ccc(S(=O)(=O)N2CCN(C(=O)Cc3ccc(S(=O)(=O)N4CCOCC4)s3)CC2)cc1 | -10.4% | -17.5% | . | -0.2% | 0.8% | . | -5.6% | -9.7% | -2.0% | .
CCCCCC(=O)NNC(=O)c1ccc(F)cc1 | 0.5% | -5.9% | . | 0.3% | -1.2% | -16.2% | 1.4% | -4.4% | -4.2% | -0.2%
CCCCCCCCSc1n[nH]c(N)n1 | -0.6% | 51.9% | -18.2% | 6.2% | -2.0% | 7.7% | ? | 0.2% | -13.6% | -5.9%
CCOC(=O)/C(=C/c1c2ccccc2cc2ccccc12)NC(=O)c1ccccc1 | -8.3% | -30.6% | 8.6% | -1.4% | 4.4% | -0.3% | -2.8% | 2.3% | -2.7% | -5.1%
COc1cccc2c1O/C(=N\O)C(C(=O)Nc1cccc(Br)c1)C2 (stereo unspecified) | -0.9% | -28.0% | -0.2% | -1.6% | ? | -3.1% | 1.3% | -2.5% | 12.1% | -11.5%
CN(C)CCCOC(=O)COc1ccc(Br)cc1 | 0.5% | 0.6% | . | -3.0% | 5.1% | -1.1% | 7.6% | -1.0% | 2.0% | 4.5%
O=C(COc1ccccc1)Nc1ccc(S(=O)(=O)N2CCOCC2)cc1 | -0.9% | -19.5% | -4.0% | 0.1% | 0.4% | 27.1% | -0.2% | 2.9% | 5.9% | 10.0%
CCOc1ccccc1NC(=O)C(OC(=O)c1cc(C)oc1C)c1ccccc1 (stereo unspecified) | 2.5% | -40.3% | -1.0% | -2.8% | -8.3% | 13.1% | 3.8% | 2.6% | 4.3% | ?
Cc1nn2c(C(F)(F)F)cc(-c3ccc(Cl)cc3)nc2c1C(=O)N1CCOCC1 | -2.6% | -27.2% | -11.1% | -2.5% | 8.0% | -10.9% | 0.9% | -1.2% | -6.9% | 12.7%
CC(C)N1CCN(Cc2cnc(N3CCCC3)s2)CC1CCO (stereo unspecified) | -0.3% | 5.2% | 6.4% | 0.6% | 1.2% | -9.1% | 1.4% | 2.8% | 1.0% | 1.8%
COC(=O)c1cc(NC(=O)CC2SCCNC2=O)cc(C(=O)OC)c1 (stereo unspecified) | . | -4.8% | 1.3% | . | -4.9% | 19.8% | 3.7% | . | . | -7.7%
CC(C)c1nc(NCCO)c(C#N)c2c1CCCC2 | 1.8% | 11.1% | . | -9.9% | -0.5% | 20.7% | -1.2% | 0.3% | 2.9% | ?
CCCc1nc2ccccc2c(=O)n1-c1c(C)n(C)n(-c2ccccc2)c1=O | 0.0% | -3.5% | -6.5% | 2.3% | 5.3% | -21.3% | -0.1% | -3.0% | -3.7% | -5.4%
CC(C)=CCN1CCN(CCCn2cccn2)CC1CCO (stereo unspecified) | -2.1% | -3.3% | 0.6% | -0.2% | 0.2% | 1.4% | 1.7% | 0.1% | -0.6% | -3.0%
COc1ccc(-c2[nH]ncc2CN2C[C@@H]3CCC[C@H]2C3)c(F)c1 | -7.3% | -21.4% | -9.4% | -1.0% | 1.2% | 3.5% | -2.5% | -5.4% | -1.8% | 2.5%
CN(C)c1nc(N)nc(CSc2nnnn2-c2cccc3ccccc23)n1 | -36.7%[inhibitor] | -74.5% | -5.4% | -22.1% | 3.8% | ? | -8.6% | -37.2%[inhibitor] | 26.2% | -18.8%
CCSc1ccc([C@@H]2[C@@H]3C(=O)N(CC)C(=O)[C@@H]3[C@]3(C(=O)OC)CCCN23)cc1 | 1.8% | 10.8% | . | -1.3% | 3.8% | . | 9.0% | 0.3% | -2.5% | .
COc1ccc(C(=O)NCCNC(=O)c2cnccn2)cc1 | 3.5% | -1.4% | -1.4% | 4.1% | 0.7% | 1.2% | 1.7% | -0.6% | 2.3% | 7.7%
COc1cc(C=C2C(=O)OC(C)(C)OC2=O)ccc1OCC(=O)Nc1ccccc1 | -3.3% | 30.0% | 0.9% | ? | 10.7µM* | 0.6% | 11.2% | -8.2% | 5.2% | -16.1%

Assay outcomes from PubChem BioAssay.
